From PubChem
GPR151 activ: human GPR151 activation | PathHunter beta-arrestin GPR151 cells, luminescence | activation, % at 11.2 µM | actives 1% (n = 650,000) | AID 1508602; in the data active = activation above about 4.9%;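 note: 0% = median of compound wells and 100% = cells with positive control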
Target sequence (Q8TDV0 whole entry, looked up): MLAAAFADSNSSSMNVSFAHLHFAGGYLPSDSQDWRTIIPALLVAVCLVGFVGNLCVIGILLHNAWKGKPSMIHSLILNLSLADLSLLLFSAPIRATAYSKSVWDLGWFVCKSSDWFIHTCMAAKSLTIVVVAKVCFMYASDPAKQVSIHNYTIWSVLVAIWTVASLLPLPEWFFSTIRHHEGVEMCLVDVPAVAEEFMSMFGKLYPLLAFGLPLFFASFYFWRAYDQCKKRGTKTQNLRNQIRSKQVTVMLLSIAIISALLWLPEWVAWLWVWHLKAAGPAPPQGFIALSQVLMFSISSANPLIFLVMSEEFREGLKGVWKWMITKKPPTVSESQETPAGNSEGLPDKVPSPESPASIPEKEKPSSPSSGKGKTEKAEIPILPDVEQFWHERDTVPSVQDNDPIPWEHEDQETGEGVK
MITF primary: blocks human microphthalmia-associated transcription factor. AlphaScreen MITF homodimerization, bead proximity signal. O75030. AID 1259374. inhibition, % at 2.6 µM. actives 0.91% (n = 650,000); in the data active = inhibition above about 50%;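 note: 0% = vehicle wells with protein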
TEAD-YAP block: TEAD-YAP interaction inhibition; actives 1.4% (n = 640,000); inhibition, % at 9.12 µM; HEK-TIYL cells, TEAD-Gal4/YAP UAS-luciferase luminescence; in the data active = inhibition above about 32%;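 note: 0% = median of test compound wells and 100% = reference inhibitor wells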
FBW7 activator: human FBW7 E3 ligase activation, primary screen. AID 1259310. normalized activity (activation), % at 26.1 µM. AlphaScreen FBW7–phospho-cyclin E peptide binding, activator screen. actives 0.13% (n = 650,000); in the data active = normalized activity above about 1.9%;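 note: purified mutant Fbw7 with reduced substrate affinity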
Target sequence (Q969H0 whole entry, looked up): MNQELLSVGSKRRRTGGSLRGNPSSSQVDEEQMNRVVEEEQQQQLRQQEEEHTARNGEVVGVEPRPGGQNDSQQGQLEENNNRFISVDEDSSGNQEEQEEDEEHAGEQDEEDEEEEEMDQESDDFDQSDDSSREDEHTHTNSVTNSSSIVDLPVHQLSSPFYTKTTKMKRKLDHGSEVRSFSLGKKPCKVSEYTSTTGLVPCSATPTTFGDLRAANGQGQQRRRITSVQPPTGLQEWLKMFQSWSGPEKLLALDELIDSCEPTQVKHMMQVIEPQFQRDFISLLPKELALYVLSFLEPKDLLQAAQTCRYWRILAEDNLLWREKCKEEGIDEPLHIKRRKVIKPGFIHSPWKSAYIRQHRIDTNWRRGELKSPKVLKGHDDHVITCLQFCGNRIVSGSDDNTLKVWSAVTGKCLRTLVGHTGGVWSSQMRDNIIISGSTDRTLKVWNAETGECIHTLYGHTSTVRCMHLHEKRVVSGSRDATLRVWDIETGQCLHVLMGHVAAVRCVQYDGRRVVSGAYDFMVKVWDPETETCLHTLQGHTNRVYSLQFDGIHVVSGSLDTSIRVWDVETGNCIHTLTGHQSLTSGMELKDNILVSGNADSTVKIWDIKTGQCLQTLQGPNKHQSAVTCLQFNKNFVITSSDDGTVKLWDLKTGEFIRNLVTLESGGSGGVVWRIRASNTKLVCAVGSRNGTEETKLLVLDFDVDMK
* hit, by the source's call; & = joins results of further samples. This is a random part of the collection; overall some 3.4% were active at least once.

SMILES	GPR151 activ	MITF primary	TEAD-YAP block	FBW7 activator
COc1ccc(C(=O)N/N=C/c2cc(Br)c(O)c(Br)c2)cc1	3.1	20.6	-14.1	0.0
COc1cc(Nc2nc(-c3cc(C)ccc3C)cs2)c(OC)cc1Cl	0.0&-0.5	-12.8&13.8	-4.4&-0.1	0.0&0.0
CCN1C(=O)/C(=C2\SC(=S)NC2=O)c2cc(Br)ccc21	-0.8	6.1	1.4	0.1
Clc1ccc2nc(CSc3nnc4ccccn34)cn2c1	-3.8	13.4	-69.1	0.6
O=C(CC1C(=O)N(c2ccc(Cl)cc2)C(=S)N1Cc1ccccc1)Nc1ccc(Cl)cc1 (centres undefined)	-0.1	-0.2	-0.7	0.1
CC1CCCN(C(=O)C2(NC(=O)Nc3ccc(F)cc3F)CCCCC2)C1 (centres undefined)	-1.2	10.5	-2.4	0.2
COc1cc(CN2CCC(c3nc(-c4ccc(C(F)(F)F)nc4)no3)CC2)cc(OC)c1	2.6	4.6	-3.3	0.1
Cc1nc2ncnn2c(N2CCCC(C(=O)Nc3ccccc3Br)C2)c1C (centres undefined)	-0.3	-1.5	18.2	-0.2
Cc1ccccc1CNCC1CCC(C(=O)O)CC1 (centres undefined)	-0.2	23.0	12.4	0.3
COc1ccc(C(c2nnnn2C(C)(C)C)N2CCCC2)cc1OC (centres undefined)	0.1	15.4	-14.3	1.4
CC(C)(C)c1csc(NC(=O)COc2ccccc2[N+](=O)[O-])n1	3.9	4.0	-9.4	-0.2
COc1ccc(CNS(=O)(=O)c2ccc(F)c(C(=O)Nc3ccc(F)c(F)c3)c2)cc1	-0.5	4.5	1.5	0.0
CSc1ncccc1C(=O)Nc1ccc(F)cc1	1.6	3.2	-8.4	-0.3
CC(=O)NC1=NN(C(C)=O)C2(S1)C(=O)N(Cc1ccccc1)c1ccc(Cl)cc12 (centres undefined)	3.4	1.4	14.4	-0.1
COC(=O)c1ccc(OCC2c3cc(OC)c(OC)cc3CCN2C(=O)Cc2cccs2)cc1 (centres undefined)	1.7	-2.0	-16.3	-0.1
Cc1nc(CN(C)Cc2ccc(C(=O)NCc3cnc4ccccc4c3)c(=O)[nH]2)cs1	0.1	6.2	14.5	-0.1
COc1cc2c(C(=O)NC3CCCCCC3)cn(C)c(=O)c2cc1OC	0.1	1.2	6.1	0.1
O=C(CSc1ncn[nH]1)NCCCc1ccccc1	-0.4	-16.8	-5.5	-0.2
O=C(Nc1nc2ccc(C(=O)N3CCCCC3)cc2s1)c1cccs1	-1.6	-0.3	-12.8	0.1
Cc1cc(SCC(=O)NCc2ccco2)nc(=O)[nH]1	-1.4	5.9	-0.7	-0.1
Cn1nccc1-c1ncoc1-c1ccnc(Nc2ccc(N3CCOCC3)cc2)c1	0.5	-4.2	26.5	-0.3
C=CCN1C(=O)C(C)(C)COc2ccc(NS(=O)(=O)Cc3ccc(Cl)cc3)cc21	0.6	14.4	6.2	0.1
COc1ccc(-c2cc(C(F)(F)F)n3ncc(C(=O)NCCCN4CCOCC4)c3n2)cc1OC	-0.8	-3.0	-10.9	-0.1
O=C(O)c1ccccc1SCCCN1C(=O)c2cccc3cccc(c23)C1=O	0.0	22.2	1.6	-0.2
O=C1N(CN2CCN(c3ccc(F)cc3)CC2)c2ccccc2C12OCCO2	0.4	-38.8	13.6	0.1
Cc1ccccc1-n1ncc2c(=O)n(CC(=O)N3CCOCC3)cnc21	-1.8	-1.8	-4.3	-0.1
CN(C)c1nc(N(C)C)nc(N2CC(=O)N(c3ccc(Cl)c(Cl)c3)C2=N)n1	0.0	3.9	9.8	0.0
COCCNC(=S)N1CCc2cc(OC)c(OC)cc2C1COc1ccccc1OC (centres undefined)	1.0	11.3	-6.4	-0.3
O=C(NCCCO)C(=O)Nc1ccc(F)cc1	-2.1	11.0	-44.1	0.0
CC1CCCC(C)N1C(=C(Cl)Cl)C(=C1NCCN1)[N+](=O)[O-] (centres undefined)	-1.3	8.8	-3.4	0.1
CC(C)(C)c1ccc(CNCc2ccco2)cc1	-0.6	11.3	-3.9	0.1
CCOC(=O)C1=C(C)N=c2s/c(=C\c3ccc(OCc4ccc(Cl)cc4Cl)c(OC)c3)c(=O)n2C1c1ccccc1 (centres undefined)	0.0	0.7	-0.3	-0.7
Cc1cc2c(o1)c1cn[nH]c(=O)c1n2C	0.4	11.0	5.2	0.0
C[C@]12CCC3c4ccc(OS(=O)(=O)O)cc4CCC3C1CCC2=O (some centres undefined)	-0.6	-10.6	-9.6	0.1
O=C(NCc1ccccc1)c1cccc(OC2CCN(C3CCC3)CC2)c1	-0.6	-5.7	1.1	-0.1
Cc1ccc(N(C(C)C(=O)N2CCC(C(N)=O)CC2)S(C)(=O)=O)cc1C (centres undefined)	-1.4	-7.3	1.1	-0.1
COC(=O)Cn1nc2c3c(C)c(C)sc3nc(C(C)C)n2c1=O	-0.4	-8.5	3.5	0.0
CCOc1ccc(NC(=O)c2cc3cc(Br)cc(OC)c3oc2=O)cc1	-1.5	-14.3	-1.1	-0.1
COc1ccc(NC(=O)COc2ccccc2[N+](=O)[O-])cc1Cl	-0.5	-8.6	-0.5	0.0
CC(C)(C)c1cc(C(=O)N/N=C\C(Cl)=C\c2ccccc2)n[nH]1	-0.5	10.1	-11.0	0.4
Cc1nc(-c2ccc(C(=O)Nc3ccc(O)cc3)cc2)cs1	-1.3	-3.9	90.5*	0.0
CCCC(=O)NC(Nc1ccc(S(=O)(=O)Nc2onc(C)c2C)cc1)(C(F)(F)F)C(F)(F)F	0.8	3.0	6.0	0.0
O=[N+]([O-])c1c(NC2CC2)ncnc1NC1CC1	-0.8	12.1	-0.9	0.3
Cc1cc(Br)ccc1OCC(=O)Nc1ccc2c(c1)OCCO2	-0.3	-12.9	-16.5	0.0
COc1ccc(COC(=O)C2=C(C)NC(=O)NC2c2cccc(Cl)c2)cc1 (centres undefined)	0.2	5.5	8.2	-0.3

Single entries from the entries so far.
In FBW7 activator, Cc1nc(-c2ccc(C(=O)Nc3ccc(O)cc3)cc2)cs1 has the entry 0.0
In TEAD-YAP block, CCOC(=O)C1=C(C)N=c2s/c(=C\c3ccc(OCc4ccc(Cl)cc4Cl)c(OC)c3)c(=O)n2C1c1ccccc1 (centres undefined) has the entry -0.3
In MITF primary, CC(C)(C)c1cc(C(=O)N/N=C\C(Cl)=C\c2ccccc2)n[nH]1 has the entry 10.1
In MITF primary, COC(=O)Cn1nc2c3c(C)c(C)sc3nc(C(C)C)n2c1=O has the entry -8.5
In TEAD-YAP block, O=[N+]([O-])c1c(NC2CC2)ncnc1NC1CC1 has the entry -0.9

(continued)
SMILES	GPR151 activ	MITF primary	TEAD-YAP block	FBW7 activator
Cc1cc(C)c(C)c(S(=O)(=O)NCc2ccc(C(=O)Nc3ccncc3)cc2)c1C	-0.4	24.3	5.8	0.1
CC1CCCCN1C(=O)c1ccc(F)cc1F (centres undefined)	0.7	1.1	-4.7	0.1
CCOC(=O)c1ccc(NC(=O)c2cc(C)nc3ccccc23)cc1	0.1	3.4	0.9	0.1
CCCCCC(Oc1ccc(C(C)(C)CC)cc1)C(=O)Nc1cccc(C(=O)NC2=NN(c3ccccc3)C(=O)C2)c1 (centres undefined)	-0.2	3.9	1.1	-0.1
CN1CCc2[nH]c3c(Cl)cccc3c2C1	-0.1	10.2	-10.7	0.9
COc1cc2nc(CN3CCCCC3c3cccnc3)nc(N)c2cc1OC (centres undefined)	-0.2	2.0	-5.3	0.0
CCN(CC)C(=O)c1ccc2nc(NC(=O)c3ccc([N+](=O)[O-])cc3)sc2c1	-0.3	11.5	83.6*	0.5
CC1(C)C2([N+](=O)[O-])CN3CC1([N+](=O)[O-])CN(C2)C31CCCCC1	-0.5	-3.5	-1.9	0.2
CC(=O)c1c(C)[nH]c(C(=O)CN2C(=O)NC(CCc3ccccc3)C2=O)c1C (centres undefined)	0.1	13.8	3.1	-0.1
O=C(O)CCC(=O)Nc1ccc2c3c(cccc13)CC2	-0.6	-2.8	-4.8	-0.2
COc1ccc(Nc2nnc(-c3ccccc3)c3ccccc23)cc1C(N)=O	0.3	-5.5	5.8	0.0
COCCNc1nc2nonc2nc1N(C)Cc1ccncc1C	8.7*	5.6	3.2	0.2
O=CN1CCN(Cc2ccc(OCCC3CCCCN3C(=O)c3cccnc3)cc2)CC1 (centres undefined)	0.5	13.7	-5.8	0.4
COc1ccc(CCNc2ncccc2C(=O)NCCc2ccccc2)cc1OC	-0.7	10.7	-4.3	0.1
CCN(CC)C(=O)c1ccc(NS(=O)(=O)c2ccccc2C#N)cc1	-1.1	11.8	3.2	0.2
COc1ccc(NS(=O)(=O)c2ccc(SC)cc2)c(OC)c1	-0.1	2.8	16.3	-0.1
O=[N+]([O-])c1cc(S(=O)(=O)N2CCOCC2)ccc1Oc1ccc(Cl)c2ccccc12	0.3	-0.8	7.0	-0.1
OCCC1CN(Cc2cccn2-c2nccs2)CCN1Cc1ccccc1 (centres undefined)	0.8	-4.5	-8.8	0.0
Cc1ccc(Cn2c(SCc3ccccc3C)nc3ccsc3c2=O)cc1	1.6	-5.2	-3.5	0.0
COc1ccc(CNc2c(-c3cn(C)nc3C)nc3cnccn23)cc1	1.0	12.2	0.3	0.1
CC(=O)c1ccc(Nc2nc(OC(C(F)(F)F)C(F)(F)F)nc(N3CCCCC3)n2)cc1	-0.6	2.1	6.9	-0.2
C/C(=N/NC(=O)c1cccc([N+](=O)[O-])c1)c1cccc(NC(=O)C2CCCCC2)c1	2.2	-3.2	-10.1	-0.1
Cc1cc2ncn(S(=O)(=O)c3ccc(Br)cc3)c2cc1C	0.6	-2.7	-11.8	0.0
CN(C)CCNC(=O)c1c[nH]c2ccc(S(=O)(=O)N3CCc4ccccc43)cc2c1=O	1.4	4.4	7.1	-0.4
O=C(NC(Cc1ccccc1)C(=O)O)/C(=C/c1ccc([N+](=O)[O-])cc1)NC(=O)c1ccccc1Br (centres undefined)	0.4	10.1	9.9	0.1
Nc1nc(=O)n(CC(O)C(=O)O)cc1Br (centres undefined)	-0.3	13.5	15.0	0.8
COc1cc(OC)c(NC(=O)c2ccoc2C)cc1Cl	1.4	4.1	-5.7	-0.1
CCOC(=O)c1cc2c(ccc3ccccc32)oc1=O	-0.3	0.2	-3.5	0.1
Cc1ccc(SCCNC(=O)c2ccco2)cc1	-2.2	3.5	-4.1	0.0
COCC(=O)Nc1cnn(-c2cccc(C(=O)NCCc3nc(C)c4c(n3)CCC4)c2)c1	-0.6	-0.4	5.9	-0.1
CN(C)C(=O)[C@@H]1C[C@@H](Sc2ccccn2)CN1Cc1ccccc1F	-1.5	1.6	9.2	0.1
Cc1cc2oc(=O)cc(COC(=O)CN3C(=O)C4CCCCC4C3=O)c2cc1C(C)C (centres undefined)	2.0	7.6	-0.3	-0.1
CCCn1c(SCC(=O)Nc2cccc3ccccc23)n[nH]c1=O	0.8	2.8	13.1	0.3
COc1ccc(N2CCN(C(=O)CNC(=O)c3nn(-c4ccc(OC)cc4)c(=O)c4ccccc34)CC2)cc1	-1.0	-6.8	11.5	-0.2
Cc1cccc2c1nc1s/c(=C/c3cn[nH]c3-c3ccccc3)c(=O)n12	-0.3	0.7	5.4	0.0
COc1cc(/C=C2/SC(=Nc3ccccc3)N(Cc3ccccc3)C2=O)ccc1OCc1ccccc1C#N	1.6	-7.2	-3.2	0.0
NNC(=O)CCCNc1ccccc1	1.0	12.1	1.9	0.2
O=C(/C=C/c1cccs1)Nc1nnc(-c2ccco2)o1	-1.2	-1.6	-6.5	-0.2
Cc1cc(C)cc(NC(=O)C2CCCN(S(=O)(=O)c3ccc4[nH]c(=O)ccc4c3)C2)c1 (centres undefined)	3.0	-0.1	-1.2	-0.2
CCN1CCN(C(c2ccc(F)cc2)c2nnnn2CC2CCCO2)CC1 (centres undefined)	2.4	7.4	-8.1	-0.1
O=C(CSc1nnc(-c2ccc(F)cc2)o1)N1CCc2ccccc21	-1.2	-6.4	-0.3	-0.2
CCc1nnc(NC(=O)CSc2nncn2N)s1	0.7	5.8	5.8	0.0
CC1=C(C(=O)Nc2cccnc2)C(c2ccccn2)n2nc(-c3ccccc3)nc2N1 (centres undefined)	-1.0	10.0	0.7	0.1
COc1ccc(CC2(CCC(=O)NC(c3ccco3)C(F)(F)F)CCC(=O)N2)cc1 (centres undefined)	-1.1	9.4	6.7	0.1
O=C(O)c1ccccc1C(=O)N1CCOCC1	0.6	5.6	-3.8	0.0

Gathered by group: those above containing a cyano group (2)
SMILES	GPR151 activ	MITF primary	TEAD-YAP block	FBW7 activator
CCN(CC)C(=O)c1ccc(NS(=O)(=O)c2ccccc2C#N)cc1	-1.1	11.8	3.2	0.2
COc1cc(/C=C2/SC(=Nc3ccccc3)N(Cc3ccccc3)C2=O)ccc1OCc1ccccc1C#N	1.6	-7.2	-3.2	0.0

Continuation.
SMILES	GPR151 activ	MITF primary	TEAD-YAP block	FBW7 activator
CCC(=O)c1ccc(OC(=O)c2cn(-c3ccccc3)nc2-c2ccccc2)cc1	1.1	19.3	-0.7	0.8
COc1ccc(-n2c(SCC(=O)N(C)Cc3ccccc3)nc3cc(C(=O)NCc4ccco4)ccc3c2=O)cc1OC	-0.3	18.9	18.9	0.2
NC(=O)c1c(NC(=O)Nc2ccc(Cl)c(Cl)c2)sc2c1CCCC2	0.6	5.5	1.6	-0.1
O=C1OCc2ccc(NC(=O)C3CC3)cc21	0.0	-0.2	4.1	0.0
O=C(c1ccccc1)c1ccc(O)cc1O	2.6	10.2	3.3	0.1
CC(C)(C)c1ccc(C(=O)Nc2ccccc2N2CCOCC2)cc1	0.6	-11.9	-18.6	0.0
CCCCC(=O)NS(=O)(=O)c1ccc(N)cc1	-0.3	1.9	0.7	0.0
CCOc1ccc(N(C(C)C(=O)N2CCC(C(N)=O)CC2)S(C)(=O)=O)cc1 (centres undefined)	0.0	4.2	8.1	0.1
